# LGR2 antag: blocks bursicon-induced cAMP signaling via Drosophila LGR2; HEK293 LGR2, CRE-luciferase, bursicon-stimulated, 4 h; inhibition, % at 9.99 µM; 380,000 compounds, 0.35% hits;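 active = drop in luminescence signal, shown as inhibition above about 50% in the replicate tests, limit read from the data, passing the limit was not always enough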;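 note: agonist challenge used bursicon conditioned medium at about half maximal strength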
# PAX8 inh HTS: PAX8 transcriptional activity inhibition; AID 652154; 360,000 compounds, 1.2% hits; inhibition, % at 12.6 µM; RMG-I TPO-luciferase reporter, SteadyGlo, 24 h;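 active = mean replicate inhibition at least 60% with every replicate also reaching 60%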;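 note: luciferase light reporting Pax8 driven TPO promoter activity; plate controls were median of neutral control wells for no effect and mitoxantrone controls for full effect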
# PglD DTNB: inhibitors of Campylobacter jejuni PglD acetyltransferase | 360,000 compounds, 0.098% hits | inhibition, % at 12.5 µM | AID 602405 | purified PglD enzyme, DTNB colorimetric CoA detection; in the data active = inhibition above about 16%, passing the limit was not always enough; note: strong numbers were not always called active
# ARNT-TACC3 inh: ARNT/TACC3 interaction disruption. AlphaScreen His-ARNT PAS-B/GST-TACC3 binding, luminescence; TACC3 fragment carries E629A point mutation. 390,000 compounds, 0.66% hits. inhibition, % at 9.99 µM. Q9Y6A5;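 active = mean inhibition of replicates at least 50% and at least half of replicates each reaching 50%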;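 note: 0% = complete ARNT plus TACC3 wells and 100% = ARNT alone without TACC3; many hits fall short of the cut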
# Cneo AK release: Cryptococcus neoformans lysis via adenylate kinase release; C. neoformans lysis, adenylate kinase release luminescence, 4 h; normalised: neutral wells 0, clomiphene wells 100; lysis activity, % at 15 µM; 360,000 compounds, 0.2% hits; AID 651654;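 active = mean lysis activity across replicates of at least 80%, whatever share of replicates individually reach that level; inactive = mean lysis activity below 80%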
#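 read-out = cell lysis signal | test system = log-phase Cryptococcus neoformans yeast cells | input = cells at 5 × 10^6 per mL | medium = fresh YPD growth medium | signal = luminescent adenylate kinase detection reagent | timing = 4 h at 37 °C static, read 1 h later | dosing = single dose | controls = Clomiphene as positive lysis control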
# C2C12 statin: suppressors of simvastatin-induced myotoxicity in C2C12 myotubes; ATP luminescence, 48 h; scaled: DMSO 0, geranylgeraniol control 100; rescue of ATP level, % at 7.49 µM; AID 602340; 330,000 compounds, 0.78% hits;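 active = mean ATP rescue above about 67%, or every replicate alone reaching that limit, limit read from the data, passing the limit was not always enough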;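 note: myotubes were challenged with 10 µM simvastatin during compound exposure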
# PGC1a acetyl inh: lowers PGC1a acetylation signal in U2OS cells | AID 651687 | 350,000 compounds, 0.17% hits | inhibition, % at 15.6 µM | AlphaScreen anti-acetyl-lysine; with virally co-expressed GCN5 acetyltransferase;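 active = every replicate shows inhibition of at least 40%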;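 note: 0% = neutral control wells and 100% = positive control wells; some results beyond the cut were filed as inactive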
# INS-1E GSIS act: GLuc luminescence reporter in INS-1E cells, primary screen for activators of glucose-dependent secretion of insulin; activation, % at 16.6 µM; INS-1E GLuc reporter insulin secretion, 2-3 h; 370,000 compounds, 0.61% hits;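 active = lowest replicate activation of at least 40%, so every replicate reaches that level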;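 note: 0% = median of neutral control wells and 100% = median of IBMX positive control wells; some compounds called inactive have numbers as strong as hits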
# * = called active by the depositor; / = not tested or not shown; & = joins results of further samples.
SMILES,LGR2 antag,PAX8 inh HTS,PglD DTNB,ARNT-TACC3 inh,Cneo AK release,C2C12 statin,PGC1a acetyl inh,INS-1E GSIS act
Cc1cc(C)cc(N(C(C)C(=O)N2CCCCC2)S(C)(=O)=O)c1 (stereo unspecified),-6,/,-1,1,4,6,/,2
Cc1ccc(-c2nc3ncccn3c2Nc2ccc3c(c2)OCCO3)cc1,/,-4,1,-1,11,-5,2,/
CN(Cc1ccc(-n2cccn2)cc1)Cc1cn(C)nc1-c1ccccc1F,1,-9,/,3,/,/,1,24
C[C@@H]1CN([C@H](C)CO)C(=O)c2cc(C#CCc3ccccc3)cnc2O[C@@H]1CN(C)Cc1cccnc1,3,/,-1,-5,1,13,4,-13
C/C=C/C(=O)Nc1ccccc1Br,10,/,1,4,0,-5,12,11
O=C(CN1c2cccc3cccc(c23)S1(=O)=O)NCCc1ccc(F)cc1,-12,8,2,-6,-1,-6,/,-35
COc1cccc(NC(=O)CN(C)C(=O)CC2CC3CCC2C3)c1 (stereo unspecified),-4,5,4,-2,-2,9,/,-16
O=C(Nc1cc(Br)ccc1O)c1cnn2c(C(F)F)cc(C3CC3)nc12,19,37,/,38,/,/,9,12
Cc1cc(C(=O)Cn2nc(C(=O)O)c3ccccc3c2=O)c(C)n1CC(F)(F)F,-76,-48,-4,0,-2,13,-5,36
CC(C)(C)[S@](=O)N1Cc2cc(C(=O)NCc3ccc4c(c3)OCO4)nc(-c3cccc(-c4cccnc4)c3)c2[C@@H]1CCO,-32,6,0,2,10,4,-1,12
O=C(Cc1cccc(NC(=O)C2CCCN(C(=O)CCc3ccccc3)C2)c1)Nc1cccc(C(=O)N2CCCCC2)c1 (stereo unspecified),13,29,-6,-5,5,-2,-9,-12
CC1CCCN(S(=O)(=O)c2ccc(S(=O)(=O)NC(C)c3cccs3)cc2)C1 (stereo unspecified),5,/,2,-6,-4,18,0,-32
Cc1cc(Br)ccc1NC(=O)CNC(=O)COc1ccccc1C,-4,-24,/,1,/,6,5,-3
O=C(Nc1ccc(N2CCOCC2)cc1)C1CCCN(S(=O)(=O)c2ccccc2)C1 (stereo unspecified),/,/,3,27,0,-1,1,/
O=c1[nH]c(Cc2cccc(C(F)(F)F)c2)nc2ccccc12,6,-8,/,-14,/,-15,/,15
O=C(O)c1ccc(Nc2c3ccccc3nc3ccccc23)cc1,-18,-10,-5,-6,-5,-11,-3,7
COc1ccc(-n2cnnc2SCC(=O)NC2CCS(=O)(=O)C2)cc1 (stereo unspecified),/,/,-4,-2,-1,/,7,/
CCC(C)c1ccc(NC(=O)COC(=O)C2CCCC2)cc1 (stereo unspecified),-7,5,-2,-15,0,5,10,-24
COCCNC(=O)C[C@@H]1CC[C@H](NC(=O)NC2CCCCC2)[C@H](CO)O1,-5,/,4,-10,-4,-6,7,0
C[C@H](O)C#Cc1ccc([C@H]2[C@H](CO)N3CCCCN(S(=O)(=O)c4ccccc4)C[C@@H]23)cc1,3,-6,0,-3,-1,/,1,6
CC(=O)NNc1nc(-c2ccccc2)c2cc(Br)ccc2n1,/,21,4,-4,3,38,-8,0
CC(=O)Nc1cccc(-c2csc(C(O)c3ccc(F)cc3)n2)c1 (stereo unspecified),/,-16,-2,/,-1,14,-3,/
CCCC1(CCC)NC(=O)N(CC(=O)N2CCN(C(=O)c3ccco3)CC2)C1=O,/,3,3,/,-1,98*,-1,/
COc1cc(C(=O)NCC(=O)NCC2COc3ccccc3O2)cc(OC)c1OC (stereo unspecified),15,6,0,0,0,-2,/,1
CC(OC(=O)C(C)N1C(=O)C2C3C=CC(C4CC34)C2C1=O)C(=O)c1ccccc1 (stereo unspecified),-12,-3,2,-1,2,-1,-13,-28

# Copied from the list.
# Value of O=C(Nc1ccc(N2CCOCC2)cc1)C1CCCN(S(=O)(=O)c2ccccc2)C1 (stereo unspecified) under C2C12 statin: -1
# Value of Cc1ccc(-c2nc3ncccn3c2Nc2ccc3c(c2)OCCO3)cc1 under ARNT-TACC3 inh: -1
# Value of Cc1cc(C(=O)Cn2nc(C(=O)O)c3ccccc3c2=O)c(C)n1CC(F)(F)F under Cneo AK release: -2

# Remaining list, next part.
SMILES,LGR2 antag,PAX8 inh HTS,PglD DTNB,ARNT-TACC3 inh,Cneo AK release,C2C12 statin,PGC1a acetyl inh,INS-1E GSIS act
C[C@H]1CN([C@@H](C)CO)C(=O)c2cc(NS(=O)(=O)c3ccc(Cl)cc3)ccc2O[C@@H]1CN(C)Cc1ccc(C(=O)O)cc1,16,/,1,0,0,-21,9,34
Cc1ccccc1S(=O)(=O)N(C)C[C@H]1OCc2cn(nn2)CCCC(=O)N([C@H](C)CO)C[C@@H]1C,1&0,-8&2&0,4&-2,-25,-2&-1,-32&5&-5,8&3&11,-7&19
Cc1ccccc1C(=O)NCC(=O)OC1CCCCC1=O (stereo unspecified),-3,/,-3,-8,0,-17,6,22
Cc1ccccc1C1c2[nH]c3ccccc3c2CCN1C(=O)c1ccc(=O)n(C)n1 (stereo unspecified),-10,28,/,1,/,/,/,-58
C/C(=N/Nc1cc(-c2ccccc2)nc(-c2ccccc2)n1)c1ccc(O)cc1,-18,-8,-5,-4,-3,4,9,31
N#Cc1c(NC(=O)COC(=O)c2ccc(O)cc2O)sc2c1CCC2,4,-12,-1,-5,1,8,4,-3
Cc1nc2ccc(-c3nc4cc(N)ccc4o3)cc2[nH]1,/,-14,-6,14,-1,-14,10,11
O=C(C[C@H]1C[C@H]2c3cc(NC(=O)c4ccc5c(c4)OCO5)ccc3O[C@H]2[C@@H](CO)O1)NC1CCCCC1,-9,-11,2,37,-1,-2,4,22
C=CCNC(=O)NC(=O)CSc1nnc(C(F)(F)F)n1C,-6,9,4,/,3,-5,/,-10
CN1CCN(C(=O)C[C@@H]2C[C@@H]3c4cc(NS(=O)(=O)c5ccc(F)cc5)ccc4O[C@@H]3[C@@H](CO)O2)CC1,-11,-11,4,-2,0,0,2,-6
COCC(=O)N(C)C[C@H]1Oc2cc(C#CC3CC3)ccc2S(=O)(=O)N([C@H](C)CO)C[C@@H]1C,-5,/,0,3,-1,2,-4,26
O=C(COC(=O)C1CC2C=CC1C2)NCc1ccccc1Cl (stereo unspecified),-2,13,-2,-3,1,/,-23,28
CC(=O)N[C@H]1CC[C@H](CC(=O)NCc2ccc(Cl)cc2)O[C@H]1CO,-14,-5,17*,-9,-1,-1,-2,2
CCn1c(Cc2cccc3ccccc23)nnc1SCC(=O)Nc1nccs1,/,/,0,-3,2,-10,0,/
CN(C(=O)c1cccc(NC(=O)Cc2ccc(NC(=O)C3CCN(C(=O)CCc4ccccc4)CC3)cc2)c1)C1CC1,-12,-4,10,-24,2,3,-4,-5
C[C@H]1CN([C@@H](C)CO)C(=O)c2cccc(NC(=O)C3CC3)c2O[C@@H]1CN(C)S(=O)(=O)c1cccs1,6,11,1,-7,-2,-11,-3,10
COc1ccc(CC(=O)N/N=C(\C)CC(=O)Nc2cccc(F)c2)cc1,5,17,0,-7,-1,-4,-3,-18
Cc1cccc(C)c1N(CC(=O)N1CCOCC1)S(C)(=O)=O,-1,-13,8,-2,-2,6,5,14
C[C@@]12CCC[C@H](O1)[C@@H]([C@H](O)c1ccccc1)O2,6,-23,0,-1,3,1,-17,-2
Cc1cc(C)nc(SC2CCCCC2NS(=O)(=O)c2ccccc2)n1 (stereo unspecified),-6,-33,/,-2,/,/,/,18
COc1ccc([C@H]2CC(=O)C=C(c3cccc(Cl)c3)C2)cc1OC,12,-10,0,6,-1,-2,-29,-2
O=C(Cc1ccncc1)Nc1ccc2c(c1)[C@H]1C[C@H](CC(=O)N3CCc4ccccc4C3)O[C@@H](CO)[C@H]1O2,-1,15,-3,5,23,0,8,-15
CCC(=O)N[C@@H]1CC[C@@H](CC(=O)OC)O[C@@H]1CO,7,-2,2,-7,-2,6,-7,-1
Cc1cc(C)c(C)c(S(=O)(=O)Nc2ccc(OCC(=O)O)cc2)c1C,-7,-1,4,/,-1,9,4,6
Cc1onc(-c2ccccc2Cl)c1C(=O)N1CCOC12CCCCC2,-4,-14,-1,14,1,4,-6,7

# Shown as a hit in PglD DTNB, of those listed so far:
mol	LGR2 antag	PglD DTNB	ARNT-TACC3 inh	PGC1a acetyl inh	INS-1E GSIS act
CC(=O)N[C@H]1CC[C@H](CC(=O)NCc2ccc(Cl)cc2)O[C@H]1CO	-14	17*	-9	-2	2

# Next section.
SMILES,LGR2 antag,PAX8 inh HTS,PglD DTNB,ARNT-TACC3 inh,Cneo AK release,C2C12 statin,PGC1a acetyl inh,INS-1E GSIS act
O=C(CSc1ccc2c(c1)OCCO2)N1CCN(c2ccccc2)CC1,/,-2,4,0,2,-5,8,/
Cc1cc(C)n2nc(C(=O)OC(C)C(=O)c3cc(C)c(C)cc3C)nc2n1 (stereo unspecified),5,0,-1,-3,-1,-2,/,-4
Cc1ccc(NC(=O)CN2C(=O)NC3(CCCc4ccccc43)C2=O)c(Cl)c1 (stereo unspecified),-26,18,/,/,/,5,9,/
CO[C@H]1CN(C)C(=O)c2cc(NS(C)(=O)=O)ccc2OC[C@@H](C)N(Cc2ccccn2)C[C@H]1C,4,/,/,/,/,-14,9,10
CSc1nsc(SC)c1C(=O)Nc1ccc(C(C)(C)C)cc1,-24,4,/,-5,/,/,/,1
NC(=O)c1c(NC(=O)C2CCCO2)sc2c1CCCC2 (stereo unspecified),-5,3,/,-4,/,/,/,10
O=C(NCCc1ccc(F)cc1)C(=O)NCC1CCCN1S(=O)(=O)c1cccs1 (stereo unspecified),13,19,/,7,/,/,/,-40
CC(C)CC(c1nnnn1Cc1ccco1)N1CCN(C2CCCC2)CC1 (stereo unspecified),/,/,-1,-6,1,-5,-5,/
CCNC(=O)c1cccc(S(=O)(=O)N2CCCCCC2)c1,15,-12,/,-4,/,/,/,-2
COc1ccccc1NC(=O)COC(=O)c1ccc(S(=O)(=O)NCc2ccco2)cc1,/,/,-9,1,0,26,-2,/
CC(C)NC(=O)N(C)C[C@H]1OCCCC[C@H](C)Oc2ccc(NC(=O)c3ccccc3)cc2C(=O)N([C@H](C)CO)C[C@H]1C,-2,-2,-1,0,1,/,-5,-1
CC(C)CCSc1nc(N2CCOCC2)c2c(c1C#N)CC(C)(C)OC2,/,14,2,3,3,-44,3,/
O=C(c1cccnc1)N1C[C@H]2[C@@H](c3ccccc31)[C@H](CO)N2C(=O)C1CC1,-17,13,10,0,-4,-2,9,11
CC(C)CCCC(C)CCOC(=O)CN1CCCC1 (stereo unspecified),-2,2,/,-9,/,/,6,-19
COCCNC(=O)C[C@@H]1C[C@@H]2c3cc(NC(=O)CC4CC4)ccc3O[C@@H]2[C@H](CO)O1,-10,-13,0,-4,-2,0,-1,-1
COc1ccc2cc(N=Cc3nc(-c4ccc(C)cc4)oc3O)cnc2c1,-7,6,/,-2,/,/,5,5
CCCNC(=O)N1C[C@@H](C)[C@H](OC)CN(C)C(=O)c2ccc(NS(=O)(=O)CC(F)(F)F)cc2OC[C@@H]1C,-12,/,-2,-3,-3,-10,-4,-2
CC(=O)SC1CC(=O)N(c2ccc(C(C)(C)C)cc2)C1=O (stereo unspecified),-5,-13,3,-3,-2,4,/,/
C[C@@H]1CN([C@@H](C)CO)C(=O)c2cc(-c3ccc(F)cc3)cnc2O[C@H]1CN(C)Cc1cccnc1,17,/,-2,-6,0,5,-6,3
Cc1noc(C)c1NC(=O)Nc1ccc2c(c1)C(=O)N([C@H](C)CO)C[C@H](C)[C@@H](CN(C)S(=O)(=O)c1c(C)noc1C)OCCCC[C@@H](C)O2,-19,-19,-2,-12,-1,20,-14,6
CCCC#Cc1cnc2c(c1)C(=O)N([C@@H](C)CO)C[C@@H](C)[C@@H](CN(C)C(=O)Nc1ccccc1F)O2,-10,/,0,3,1,7,-10,-3

# Screening results deposited in PubChem BioAssay by Broad Institute.
